# Screening data (PubChem)
# DDE Tn6 FP inh – inhibitors of Tn6 peptide binding to fibrin DD(E), primary screen, biochemical, fluorescence polarization, human fibrin, Tn6 probe. Fibrinogen beta chain (Homo sapiens), P02675. Fibrin DD(E) TRITC-Tn6 fluorescence polarization displacement. inhibition, % at 8.3 µM. 370,000 compounds, 0.21% hits;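 active = inhibition above a per-campaign cutoff: mean of compounds within control limits plus 3 SD, cut at about 15% in these data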;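 also: 0% = median of all compound wells on the plate and 100% = blocking peptide control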
# MBD2 DNA inh – inhibitors of MBD2 binding to methylated DNA, primary screen, biochemical, TR-FRET, DNA-binding domain, human; Methyl-CpG-binding domain protein 2 (Homo sapiens), Q9UBB5; MBD2 binding to methylated oligonucleotide; inhibition, % at 4.4 µM; 370,000 compounds, 0.31% hits; in the data active = inhibition above about 13%
# Target sequence (Q9UBB5 whole entry, looked up, the tested form may be a part): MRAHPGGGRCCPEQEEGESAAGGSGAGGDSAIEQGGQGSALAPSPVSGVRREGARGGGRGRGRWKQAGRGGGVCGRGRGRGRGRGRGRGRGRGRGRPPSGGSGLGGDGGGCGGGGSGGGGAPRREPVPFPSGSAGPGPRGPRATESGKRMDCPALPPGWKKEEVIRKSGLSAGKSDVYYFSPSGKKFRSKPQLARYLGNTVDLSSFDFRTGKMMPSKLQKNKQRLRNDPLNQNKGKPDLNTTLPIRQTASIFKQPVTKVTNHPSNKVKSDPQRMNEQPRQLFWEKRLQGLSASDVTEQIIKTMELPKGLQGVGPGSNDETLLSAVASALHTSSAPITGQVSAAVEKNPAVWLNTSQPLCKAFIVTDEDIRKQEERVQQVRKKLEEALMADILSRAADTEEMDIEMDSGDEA
# LEDGF integ inh – blockers of LEDGF/p75-dependent integrase strand transfer – biochemical, TR-FRET, high throughput, primary screen | TR-FRET IN-LEDGF/p75 DNA integration, Eu/Cy5 | inhibition, % at 3.7 µM | 370,000 compounds, 0.64% hits;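 active = inhibition above the screen-wide mean plus 3 SD, cut at about 13% in these data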;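 also: signal is the Cy5 over europium emission ratio at 671 and 618 nm; 0% = plate median of compound wells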
# Tn7 DDE FP – inhibitors of Tn7 peptide binding to fibrin DD(E), primary screen, biochemical, fluorescence polarization, human fibrin, Tn7 probe; Fibrinogen beta chain (Homo sapiens), P02675; FP displacement of FITC-Tn7 peptide from fibrin DD(E); 0% = median of compound wells per plate; inhibition, % at 8.3 µM; 370,000 compounds, 0.13% hits;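 active = inhibition above the mean of compounds falling within the control limits plus 3 SD of them, cut at about 14% in these data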;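 also: 0% = plate median of compound wells and 100% = 10 µM Aha-Tn7 peptide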
#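 Test system: human clot-derived fibrin DD(E) complex / Quantity: 2 µM final DD(E) protein / Incubation: 10 min plus 3 h, room temperature / Measured by: fluorescence polarization / Benchmarks: high control of 10 µM Aha-Tn7 peptide / Replicates: singlicate testing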
# PRMT1 FP inh – PRMT1 methyltransferase inhibitors, primary screen, biochemical, fluorescence polarization | Protein arginine N-methyltransferase 1 (Homo sapiens), Q99873 | recombinant PRMT1, activity-based probe fluorescence polarization | AID 652257, 2013 | inhibition, % at 2.79 µM | 370,000 compounds, 1.3% hits;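 active = inhibition above about 21% made by adding two undisclosed values, limit read from the data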
# Target sequence (Q99873 whole entry, looked up): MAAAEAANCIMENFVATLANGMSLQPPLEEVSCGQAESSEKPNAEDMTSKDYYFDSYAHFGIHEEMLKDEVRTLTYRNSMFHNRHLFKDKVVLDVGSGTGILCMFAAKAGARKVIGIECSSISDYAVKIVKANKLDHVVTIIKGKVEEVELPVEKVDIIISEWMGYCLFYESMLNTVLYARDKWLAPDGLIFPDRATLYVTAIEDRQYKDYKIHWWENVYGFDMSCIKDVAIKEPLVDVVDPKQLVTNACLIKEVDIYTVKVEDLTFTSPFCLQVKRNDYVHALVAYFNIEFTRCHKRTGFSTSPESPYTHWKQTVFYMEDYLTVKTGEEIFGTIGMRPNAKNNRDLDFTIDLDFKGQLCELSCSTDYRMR
# TDP2 inh – human TDP2 enzyme inhibitors, primary screen, biochemical, epi absorbance, recombinant enzyme; 370,000 compounds, 0.34% hits; inhibition, % at 12.8 µM; Tyrosyl-DNA phosphodiesterase 2 (Homo sapiens), O95551; T5PNP hydrolysis, p-nitrophenol absorbance 415 nm; AID 720702, 2013;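 active = inhibition above the mean of all tested compounds plus 3 SD, set per campaign, cut at about 25% in these data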;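 also: 0% = DMSO with enzyme and 100% = buffer with substrate but no TDP2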
#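 System: recombinant human TDP2 / Amount: 120 nM TDP2 per well / Also added: 5 mM T5PNP chromogenic substrate / Doses: 12.8 µM single point, 1% DMSO / Incubation: 2 h at 37 °C / Detection: p-Nitrophenol epi absorbance / Evaluation: % inhibition relative to enzyme-containing and enzyme-free wells / Repeats: singlicate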
# UHRF1 binding – UHRF1 methylated DNA binding inhibitors, primary screen, counter-screen for MBD2 inhibitor project, biochemical, TR-FRET, human UHRF1, single concentration; E3 ubiquitin-protein ligase UHRF1 (Homo sapiens), Q96T88; UHRF1 binding to methylated oligo; inhibition, % at 4.4 µM; 370,000 compounds, 0.75% hits; in the data active = inhibition above about 21%;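 also: UHRF1 SRA domain binding a hemimethylated CpG hairpin DNA probe; 0% = median of test compound wells and 100% = reference inhibitor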
# TCR-CD3 inh – inhibitors of human TCR-CD3 interaction, primary screen, biochemical, fluorescence, TAMRA-labeled TCR probe | T-cell receptor (TCR) | inhibition, % at 9.4 µM | 360,000 compounds, 0.37% hits; in the data active = inhibition above about 19%;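 also: recombinant mutant TCR 2C K166C tagged with TAMRA read by polarization; 0% = receptor in buffer alone and 100% = receptor with positive control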
# SIAE inh – human SIAE inhibitors, primary screen, biochemical, fluorescence polarization, FP-Rh probe, 1536-well HTS | Sialate O-acetylesterase (Homo sapiens), Q9HAT2 | SIAE FP-Rh probe binding | inhibition, % at 9.66 µM | 370,000 compounds, 0.69% hits;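 active = inhibition above a cutoff: mean of compounds within the control limits plus 3 SD of those, cut at about 17% in these data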;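 also: 0% = plate median of compound wells and 100% = probe without SIAE protein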
# proKLK7 act – proKLK7 zymogen activators, primary screen, biochemical, fluorescence intensity | purified proKLK7, EDANS-DABCYL substrate fluorescence; 100% is mature enzyme control, 0% vehicle | Kallikrein-7 (Homo sapiens), P49862 | 370,000 compounds, 0.9% hits | AID 652039, 2013 | activation, % at 7 µM;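 active = activation above the mean of all tested compounds plus 3 SD, computed per campaign excluding outliers beyond control limits, cut at about 13% in these data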
# Target sequence (P49862 whole entry, looked up): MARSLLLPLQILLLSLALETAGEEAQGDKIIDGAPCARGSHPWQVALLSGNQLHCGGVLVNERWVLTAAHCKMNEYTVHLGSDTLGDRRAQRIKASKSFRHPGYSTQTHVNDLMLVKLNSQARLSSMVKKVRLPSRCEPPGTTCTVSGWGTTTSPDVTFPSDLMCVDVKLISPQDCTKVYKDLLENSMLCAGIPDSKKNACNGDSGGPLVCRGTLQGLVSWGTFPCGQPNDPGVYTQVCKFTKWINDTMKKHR
# * hit, by the source's call; . = not tested or not shown; & = joins results of further samples.
SMILES,DDE Tn6 FP inh,MBD2 DNA inh,LEDGF integ inh,Tn7 DDE FP,PRMT1 FP inh,TDP2 inh,UHRF1 binding,TCR-CD3 inh,SIAE inh,proKLK7 act
CCn1nc(NC(=O)c2ccco2)c2cc3ccccc3nc21,2,0,-3,1,3,2,-7,2,-3,2.1
COc1ccc(C2N(S(=O)(=O)c3ccccc3)CCN2S(=O)(=O)c2ccc(C)cc2)cc1 (stereo unspecified),0,1,2,-1,-2,-14,0,2,-1,0.4
N#C/C(=C/c1ccc(O)c([N+](=O)[O-])c1)C(=O)Nc1ccccc1,-2,-4,3,-4,0,-11,-1,1,-10,0.1
CCCCOC(=O)C1C2CCC(O2)C1C(=O)OCC (stereo unspecified),-3,4,-1,10,-4,-6,-2,3,-2,-0.5
COc1ccc(C)cc1NC(=O)C(=O)NCc1ccncc1,-4,2,-1,-1,-4,-1,-5,2,3,-0.8
COC(=O)C[C@H]1C=C[C@@H](NC(=O)c2ccncc2)[C@@H](CO)O1,2,-7,1,11,-3,7,-1,9,5,0.1
O=C1Nc2ccccc2N(O)N1c1cc(-c2ccc(Cl)cc2)[nH]n1,3,3,1,-1,-5,8,-4,2,6,-0.1
O=C(CSCc1ccc(Cl)cc1)Nc1ccccc1O,-1,-6,5,3,1,3,-1,2,15,0.0
CCN(CC)c1ccc(C=C(c2nnnn2-c2ccc(C)cc2)c2nnnn2-c2ccc(C)cc2)cc1,6,-3,0,3,-4,-1,1,10,-5,-4.0
Cc1onc(-c2ccccc2)c1C(=O)N1CCCSC1=Nc1ccccc1,-5&-6,9&7,-1&1,-2&2,-2&0,7&-4,17&3,5&-5,2&1,0.7&-0.3
Cc1cccc(N2C(=O)CN(Cc3sccc3C)C2=S)c1,2,0,1,-1,0,-17,-2,3,-10,0.3
COc1ccc2c(c1)O[C@@]1(CCCC[C@@H]1C)CC2=O,3,0,1,2,-2,1,14,2,0,11
O=C(CN1CCOCC1)N/N=C/c1ccc(C(=O)O)cc1,-5,-3,1,1,5,-2,1,-2,-7,-0.5
O=C(CCN(CCO)Cc1ccccc1)Nc1ccc(Br)cc1,-2,-1,-2,4,-3,5,-1,-1,-4,-0.2
O=C(N1CCC(O)(c2cccnc2)CC1)C12CC3CC(CC(C3)C1)C2,-3,3,-4,6,-1,5,-3,7,10,0.3
C=CCN(C)CC#Cc1ccc(F)cc1,11,1,2,8,2,5,7,.,-1,0.6
COc1nc(NC(C)C)nc(N(C#N)CN2C(=O)c3ccccc3S2(=O)=O)n1,8,-4,0,6,-2,-4,-3,3,4,-0.2
CS(=O)(=O)c1nc2ccccc2n1Cc1ccccc1,9,-3,-4,-4,1,4,-2,-2,-1,0.3
COCn1c(COc2ccccc2)nc2ccccc21,-2,-3,0,0,-4,-5,4,5,1,-0.7
Cn1c(=O)[nH]c(=O)c2c1nc(NC1CCCCC1)n2Cc1ccccc1,-6,-1,-2,-1,0,-1,1,-2,4,0.2
Cc1ccc(C)c(C(=O)COC(=O)C2CCN(c3ccc(C(F)(F)F)cn3)CC2)c1,-3,5,-1,3,1,0,0,0,-8,0.2
COCCCNC(=O)CC[C@H]1O[C@@H](n2cnc3c(NC(=O)c4ccccc4)ncnc32)[C@H](O)[C@@H]1O,-4,-5,3,1,-2,-1,-1,3,2,-0.1
Cc1ccc(C(=O)/C=C/Nc2ccc(S(=O)(=O)Nc3onc(C)c3C)cc2)cc1,0,-1,0,-2,0,-13,4,-6,-1,1.1
O=C(Cn1cnc([N+](=O)[O-])n1)NCc1ccccc1,-8,-2,6,2,-3,-5,1,4,4,-0.3
COC(=O)c1nn(C23CC4CC(CC(C4)C2)C3)c2c1C(=O)N(c1ccc(Br)cc1)C2=O,7,-2,0,5,-1,-4,0,1,-6,-0.5
O=c1[nH]n(CCO)c(=O)c2cccnc12,2,-1,0,5,0,4,2,6,4,0.0
CC(C)C(C(=O)O)N1CCS(=O)(=O)CC1 (stereo unspecified),-6,6,4,4,0,-3,4,-4,0,-0.2
COC(=O)c1coc(-c2ccc(OC)cc2)c1C(=O)OC,7,0,-1,2,2,3,4,4,-4,-0.4
Cc1cccnc1NC(=O)CSc1nnc(COc2ccc(C(C)C)cc2)n1C,2,5,-3,2,-3,4,2,-4,0,-0.4
COc1ccccc1CNC(=O)COC(=O)CNS(=O)(=O)c1ccc(C)cc1,-2,-6,3,1,2,-2,1,12,3,-0.6
Cc1onc(-c2c(Cl)cccc2Cl)c1C(=O)NCCN1CCOCC1,3,1,-4,-5,0,11,-1,0,3,-0.1
Cc1cc(C)c(S(=O)(=O)NCC(=O)NCc2ccco2)c(C)c1,3,4,1,5,0,3,0,4,-3,0.3
COc1cc2nc(CN(C)Cc3ccc(F)cc3)[nH]c(=O)c2cc1OC,-8,-3,-4,-5,2,-14,4,-5,2,-0.2
COc1ccccc1C(=O)NCC(=O)OCC(=O)c1ccc2c(c1)-c1ccccc1C2,12,6,3,6,2,9,0,0,-7,-2.2
Cc1cccc(-c2ccc(NC(=O)C3CCN(CC4CC4)CC3)cc2)c1,4,4,0,-4,0,4,-2,-3,5,-0.5
Cc1cc(N2CCCC2=O)cc(C)c1S(=O)(=O)NCCOc1ccccc1,0,10,-2,0,-3,0,18,3,-2,0.1
O=C(NCCc1nc2ccccc2[nH]1)c1ccc(Br)o1,-3,13,-3,-2,0,11,1,-9,-3,0.0
CCCN1CCN(CCCNC(=O)CCCn2nc(C)c3sc4ccccc4c3c2=O)CC1,-2,-3,4,3,-7,3,-5,1,1,-0.2
COc1cccc(NC(=O)CN(C)C(=O)CN2C(=O)NC(C)(c3ccc(C)cc3)C2=O)c1 (stereo unspecified),0,5,4,-3,4,0,4,-6,6,-0.1
COc1c2c(cc3c1c(=O)c1ccccc1n3C)OCO2,-3,-10,0,1,3,0,-7,6,2,45*
O=C(CNc1ccc2ccccc2c1)N/N=C/c1ccc(C(=O)O)cc1,-2,-9,3,-1,18,-21,-6,-1,0,-0.3
CCOC(=O)C1=C(CSc2nccn2C)NC(=O)NC1c1cc(C)ccc1C (stereo unspecified),1,1,0,4,2,-1,2,1,7,-0.3
Nc1ccccc1-c1ccc(Cl)cc1,4,-2,-5,1,2,4,0,7,7,-0.2
CCOC(=O)C1CCN(S(=O)(=O)c2cccc(-c3csc(C)n3)c2)CC1,7,-3,-2,0,8,8,1,2,1,0.2
NC(=O)CSc1nc2ccccc2n1Cc1ccccc1,2,3,4,9,1,8,0,5,-3,0.4
CCOC(=O)C1CCCN(C(=O)C(=O)c2cn(CC(=O)N3CCOCC3)c3ccccc23)C1 (stereo unspecified),3,0,-8,0,6,-12,1,-5,-7,0.5
COc1ccc(/C=C2\SC(=S)N(C(Cc3ccccc3)C(=O)O)C2=O)cc1 (stereo unspecified),3,-5,3,-4,3,-17,-11,1,-6,0.5
O=C(c1ccco1)N1CCN(C2CC(=O)N(c3ccc(C(F)(F)F)cc3)C2=O)CC1 (stereo unspecified),-5,1,0,9,5,-6,3,-6,2,0.1
COc1cccc(C2CC(c3cccs3)=NN2S(C)(=O)=O)c1OC (stereo unspecified),-8,-1,2,0,2,4,3,-6,-4,-0.4
CCN(CC(=O)Nc1ccc2c(c1)OCCO2)C(=O)C1CC(=O)N(c2ccc(OC)cc2OC)C1 (stereo unspecified),-2,0,-2,10,1,9,1,5,5,0.7

# Single records (already shown). Values in the order: DDE Tn6 FP inh	MBD2 DNA inh	LEDGF integ inh	Tn7 DDE FP	PRMT1 FP inh	TDP2 inh	UHRF1 binding	TCR-CD3 inh	SIAE inh	proKLK7 act
# Entry for `O=C(Cn1cnc([N+](=O)[O-])n1)NCc1ccccc1` : -8	-2	6	2	-3	-5	1	4	4	-0.3
# Entry for `COc1ccccc1C(=O)NCC(=O)OCC(=O)c1ccc2c(c1)-c1ccccc1C2` : 12	6	3	6	2	9	0	0	-7	-2.2
# Entry for `Cc1ccc(C)c(C(=O)COC(=O)C2CCN(c3ccc(C(F)(F)F)cn3)CC2)c1` : -3	5	-1	3	1	0	0	0	-8	0.2

# Marked active in proKLK7 act, of those listed so far:
SMILES | DDE Tn6 FP inh | MBD2 DNA inh | LEDGF integ inh | Tn7 DDE FP | PRMT1 FP inh | TDP2 inh | TCR-CD3 inh | SIAE inh | proKLK7 act
COc1c2c(cc3c1c(=O)c1ccccc1n3C)OCO2 | -3 | -10 | 0 | 1 | 3 | 0 | 6 | 2 | 45*

# (listing goes on)
SMILES,DDE Tn6 FP inh,MBD2 DNA inh,LEDGF integ inh,Tn7 DDE FP,PRMT1 FP inh,TDP2 inh,UHRF1 binding,TCR-CD3 inh,SIAE inh,proKLK7 act
COc1ccc(-c2c(-c3ccsc3)oc3ccc(N4CCOCC4)cc23)cn1,4,1,-1,-6,0,-3,1,-8,8,-19
Cc1cc(NC(=O)CSc2nncn2-c2ccccc2)no1,5,-2,2,-4,-4,-2,0,6,2,-0.3
O=C(Nc1cnc2ccccc2c1)c1ccncc1,-1,-3,2,0,-5,10,-2,2,3,-0.2
COc1ccc(S(=O)(=O)N2CCCCC2c2cc(C(=O)Nc3ccccc3Cl)no2)cc1 (stereo unspecified),-3,1,0,4,4,-3,4,-3,-13,0.1
O=C(CCc1ccccc1)n1nc(-c2ccco2)nc1SCc1ccccc1,3,3,0,0,9,0,-4,-2,0,0.1
O=S(=O)(c1ccc(-c2n[nH]c(=S)o2)cc1)N1CCCC1,-13,1,2,-5,4,-17,5,-6,5,0.2
COc1ccc(SC[C@H](Cc2ccccc2)N2CC[C@@H](C)CCC2=O)cc1,8,1,-4,-1,2,-10,-2,5,-4,0.1
CCN(CC(=O)Nc1ccc(OC)cc1)C(=O)CSCC(=O)Nc1ccc(C)cc1,4,-8,-4,5,-1,-7,-2,6,0,0.2
CCc1cc(Cn2nc(-c3ccccc3)cc2C(=O)NCCOC)on1,-5,0,2,-1,-1,3,-1,7,-2,0.4
COc1ccc(N2CCN(c3nc4c(C)cccn4c(=O)c3C=C(C#N)C#N)CC2)cc1,4,4,1,-7,-3,8,4,-5,-2,0.8

# Random draw from the library (roughly 4.6% active in at least one column).
